# GRP78 ERSR act: inducers of ER stress response in human glioma cells. 420,000 compounds, 0.02% hits. Potency, µM, inactives show at the highest dose activation, usual class: activators. U87-MG GRP78 promoter luciferase reporter, 16 h; note: potency is the fitted concentration of half-maximal effect; series mostly up to about 76 µM; % of control where 0% means no effect; nearly all actives have a fitted effect of over 35% in size
#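 Stably transfected U87-MG glioma cells carrying a GRP78-based luciferase sensor; 16 h compound incubation. Luminescence end-point read 10 min after Bright-Glo addition at room temperature.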
# rTrxR1 inhibitor: inhibitors of rat thioredoxin reductase 1; Potency, µM (doses to about 114 µM), without a hit: top-dose activity change, negative = inhibition, hits mostly inhibitors; AID 588453; O89049; recombinant rTrxR1, NADPH fluorescence consumption, selenite substrate; 390,000 compounds, 1% hits; note: potency is the fitted concentration of half-maximal effect; % is set by controls: 0 for no effect and ±100 for the full control effect; nearly all actives have a fitted effect of over 65% in size
# Target sequence (O89049 whole entry, looked up): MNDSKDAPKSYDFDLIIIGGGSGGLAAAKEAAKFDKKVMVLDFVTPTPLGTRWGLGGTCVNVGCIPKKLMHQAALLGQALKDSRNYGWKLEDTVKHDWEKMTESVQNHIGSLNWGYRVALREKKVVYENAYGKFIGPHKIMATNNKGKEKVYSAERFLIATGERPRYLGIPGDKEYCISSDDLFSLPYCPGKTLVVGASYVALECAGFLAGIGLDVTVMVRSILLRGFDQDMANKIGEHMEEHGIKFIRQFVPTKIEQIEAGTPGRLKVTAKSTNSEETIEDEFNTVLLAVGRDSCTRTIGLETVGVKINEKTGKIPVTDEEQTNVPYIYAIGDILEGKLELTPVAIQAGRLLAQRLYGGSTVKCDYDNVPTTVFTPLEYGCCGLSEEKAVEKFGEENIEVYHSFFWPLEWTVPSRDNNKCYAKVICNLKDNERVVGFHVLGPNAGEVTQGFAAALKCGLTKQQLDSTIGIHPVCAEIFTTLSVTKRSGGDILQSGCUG
#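 Rat TrxR1 (90 nM in the dispensed reagent) was pre-reduced with 400 uM NADPH for 5 min at room temperature, then incubated with compound for 15 min. After 400 uM selenite was added, NADPH fluorescence (Ex 340/Em 450 nm) was followed for 8 min.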
# IDH1 R132H inh: blocks human mutant IDH1 R132H enzyme. O75874. AID 602179. IDH1-R132H enzyme, NADPH consumption, diaphorase/resazurin fluorescence. 390,000 compounds, 0.093% hits. Potency, µM (series often up to 76.6 µM), for inactives: at the highest dose activity change, negative = inhibition, actives largely listed as inhibitors; note: potency is the fitted concentration of half-maximal effect; % is set by controls: 0 for no effect and ±100 for the full control effect; nearly all actives have a fitted effect of over 65% in size
#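 IDH1-R132H (0.5 ug/mL) preincubated 30 min with compound, then NADPH (0.016 mM) and alpha-KG (2 mM) added; 80 min at RT, pH 7.5. Remaining NADPH coupled via diaphorase/resazurin to fluorescence (540/590 nm); concentration-response curves normalized to no-enzyme control.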
# TrxR1 substrate: rat thioredoxin reductase 1 substrate activity | AID 588456 | 390,000 compounds, 0.01% hits | purified TrxR1 substrate turnover, NADPH consumption readout | Potency, µM (doses to about 114 µM), inactives show at the highest dose activity change, negative = substrate turnover; note: potency is the fitted concentration of half-maximal effect; % is set by controls: 0 for no effect and ±100 for the full control effect; nearly all actives have a fitted effect of over 50% in size
#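 Rat TrxR1, dispensed at 90 nM, was prereduced with 400 uM NADPH (final) for 5 min at ~22 deg C, then incubated with compound 15 min before 400 uM selenite. A first-read NADPH fluorescence drop versus no-compound background flagged substrates.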
# Vif-APOBEC3F blk: inhibitors of Vif-A3F interaction | HeLa A3F-eYFP + Vif (tagged APOBEC3F with the HIV-1 protein that degrades it), YFP fluorescence increase | Potency, µM (series often up to 46.1 µM), for the others: at the top dose activity, negative = active | 390,000 compounds, 0.2% hits | AID 602313; note: potency is the fitted concentration of half-maximal effect; % of control where 0% means no effect; nearly all actives have a fitted effect of over 65% in size
#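 HeLa cells stably expressing Vif plus C-terminally eYFP-tagged A3F were seeded, incubated overnight at 37 deg C, dosed with compound, incubated overnight again at 37 deg C. Yellow fluorescence (Ex 488/Em 500-530) reported blocked Vif-mediated A3F-eYFP degradation.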
# LDHA inh: LDHA (human) enzyme inhibition; P00338; purified LDHA, NADH/diaphorase-resazurin fluorescence; stronger effect = lower value; activity change, % (values are at about 110 or 230 µM); 480,000 compounds, 0.15% hits; AID 1347041; in the data active = activity change below about -30%; inconclusive = mostly about -25% to -30%;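 note: plate controls were DMSO wells for no effect and wells without enzyme for full effect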
#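 Human LDH5 at 2 nM final in Tris HCl pH 7.4 with 0.06 mM NADH and 0.2 mM pyruvate, reacted 5 minutes at room temperature. Remaining NADH coupled via diaphorase/resazurin; resorufin fluorescence read at 0 and 20 minutes, normalized to enzyme-free and DMSO wells.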
# Vif-A3G inh: Vif-A3G binding inhibition | HeLa A3G-eYFP + Vif (tagged APOBEC3G with the HIV-1 protein that degrades it), YFP fluorescence, overnight | 410,000 compounds, 0.076% hits | Potency, µM (series often up to 46.1 µM), without a hit: at the top dose activity, negative = active, hits mostly inhibitors;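 note: potency is the fitted concentration of half-maximal effect; % is set by controls: 0 for no effect and ±100 for the full control effect; nearly all actives have a fitted effect of over 60% in size; hits raise eYFP signal because A3G escapes Vif-driven loss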
# Target sequence (Q9HC16 whole entry, looked up): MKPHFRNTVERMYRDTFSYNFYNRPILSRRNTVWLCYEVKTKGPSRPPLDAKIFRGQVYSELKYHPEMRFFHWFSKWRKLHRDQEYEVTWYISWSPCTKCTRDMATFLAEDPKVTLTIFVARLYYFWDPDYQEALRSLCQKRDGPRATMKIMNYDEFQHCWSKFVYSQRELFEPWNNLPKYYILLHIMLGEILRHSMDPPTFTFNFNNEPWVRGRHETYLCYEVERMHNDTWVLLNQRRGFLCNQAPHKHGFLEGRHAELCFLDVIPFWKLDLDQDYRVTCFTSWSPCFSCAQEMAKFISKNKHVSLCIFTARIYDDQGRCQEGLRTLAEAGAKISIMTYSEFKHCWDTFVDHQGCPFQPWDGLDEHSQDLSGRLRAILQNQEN
#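 HeLa cells stably expressing Vif and C-terminally eYFP-tagged A3G, seeded overnight at 37 deg C, then exposed to compound by pintool overnight at 37 deg C. Rise in yellow fluorescence (Ex 488/Em 500-530, Acumen) marks blocked Vif-driven A3G degradation.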
# RGS4 inhibitor: human RGS4 inhibition. 390,000 compounds, 0.039% hits. P49798. Transcreener GDP fluorescence polarization, RGS4-accelerated GTP hydrolysis. Potency, µM (series often up to 114 µM), without a hit: at the highest dose activity change, negative = inhibition, hits mostly inhibitors. AID 504845; note: potency is the fitted concentration of half-maximal effect; % is set by controls: 0 for no effect and ±100 for the full control effect; nearly all actives have a fitted effect of over 75% in size; some results filed as inactive show a strong effect at the top dose
# Target sequence (P49798 whole entry, looked up): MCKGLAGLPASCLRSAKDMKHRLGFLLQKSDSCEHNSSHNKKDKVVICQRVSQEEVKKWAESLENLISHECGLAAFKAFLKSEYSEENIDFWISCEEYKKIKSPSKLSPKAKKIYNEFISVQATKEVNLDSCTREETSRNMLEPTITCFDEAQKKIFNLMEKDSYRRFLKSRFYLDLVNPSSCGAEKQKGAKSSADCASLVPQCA
#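 MLSMR compounds (23 nl, pin-transferred) preincubated 10 min at room temperature with a 500nM (2x) first reagent, then RGS4 at 900nM (2x) plus Transcreener GDP mix added; fluorescence polarization (620/688 nm) read before and after 90 min at 30 °C.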
# USP1-UAF1 inh: blocks the human USP1/UAF1 deubiquitinase complex. O94782. recombinant USP1/UAF1, Ub-Rhodamine cleavage fluorescence. Potency, µM (series often up to 57.1 µM), for inactives: at the highest dose activity change, negative = inhibition, most hits filed as inhibitors. 390,000 compounds, 0.23% hits; note: potency is the fitted concentration of half-maximal effect; % is set by controls: 0 for no effect and ±100 for the full control effect; nearly all actives have a fitted effect of over 60% in size; inactives centre near -12
#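 In this screen, compounds sit with the deubiquitinase complex (1nM) for 15 min at room temperature before Ub-Rho is added at 150nM final. Fluorescence rise is then followed for 6 reads every 60 seconds.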
# * marks the source's active call; other numbers are inactive results; ? = inconclusive; . = not tested or not shown; & = joins results of further samples; [ ] = another dose, or the depositor's remark. Unless noted, calls come from the whole dose curve; as a rule, active = well fitted curve in the direction sought with a large enough effect; inconclusive = small, poorly fitted or top-dose-only effect, or another doubt; inactive = no such curve, though single readings can be large; an effect the other way counts as inactive or inconclusive. Some of the compounds tested. The share of hits here may be higher or lower than overall.
SMILES,GRP78 ERSR act,rTrxR1 inhibitor,IDH1 R132H inh,TrxR1 substrate,Vif-APOBEC3F blk,LDHA inh,Vif-A3G inh,RGS4 inhibitor,USP1-UAF1 inh
CCCOC(=O)CC1C(=O)NCCN1Cc1cc(OC)cc(OC)c1 (stereo not drawn),-2%,9%[57.1 µM],0%,7%[57.1 µM],2%,-10,0%,3%,-13%
CCOc1ccc(OCCC(=O)OCC(=O)Nc2ccc(C)c(S(=O)(=O)N3CCCCC3)c2)cc1,-1%,-22%,2%,-14%,-22%,-1,0%,-27%,-20%
CC1=C(C(=O)OC2CCCCCCC2)C(c2ccc(O)cc2)NC(=O)N1 (stereo not drawn),-4%,-1%,7%,3%,-1%,1,-2%,-10%,-23%
O=C(/C=C/c1cccs1)N1CCN(c2ccccc2F)CC1,3%,-21%,2%,-16%,0%,-1,-4%,14%,-18%
CC1Sc2ccc(C(=O)OCc3ccccc3Cl)cc2NC1=O (stereo not drawn),2%,6%,8%,2%,3%,0,0%,-19%,-14%
COc1ccc(C(=O)OCC(=O)NC(=O)NC2CCCC2)c(OC)c1,-2%,3%,1%,-8%,-3%,-2,1%,-36%,-6%
COc1ccc(CNc2ccc(C)c(C)c2)c(OC)c1OC,-2%,-2%,0%,-11%,-15%,4,-4%,18%,-14%
COc1cccc(CNCCO)c1OCc1ccccc1Cl,-3%,-5%,2%,-6%,1%,-8,0%,-14%,-22%
COc1cc(OC)cc(-c2c(-c3ccc(F)cc3)c3cc(-c4ccc5[nH]ccc5c4)ccc3n2C)c1,-3%,47%[activator],-7%,33%[activator],0%,-13,2%,23%,12%
O=C(CNS(=O)(=O)c1ccccc1)N1CCN(c2ccccc2)CC1,-1%,-8%,1%,2%,-12%,-3,-2%,7%,-27%
O=C(NCCc1csc(-c2cccnc2)n1)c1cccc(Cl)c1,-2%&-3%,18%&29%[57.1 µM],-1%&3%,8%&3%[57.1 µM],4%&0%,-5&-1,5%&-6%,14%[56.9 µM],-17%&-24%
Cc1ccc(Cn2cc(CCC(=O)NCc3ccccc3F)c3ccccc32)cc1,-3%,9%,-9%,-5%,8%,-4,4%,-12%,-27%
O=C(CSc1nc2sc3c(c2c(=O)[nH]1)CCCC3)Nc1ccccc1F,-3%,1%[57.1 µM],-12%,-6%[57.1 µM],-2%,-1,-2%,-14%,-9%
Cc1cccc(Nc2nnc(SC(C)C(=O)NC3CC3)s2)c1 (stereo not drawn),-4%,26%,13%,-4%,6%,-11,-6%,22%,-6%
O=C(CSc1nnc(CCc2nc3ccccc3[nH]2)n1-c1ccccc1)NCc1ccccc1,-3%,7%,1%,7%,4%,-6,-3%,-13%,-8%
Cn1cc(C(=O)N/N=C/C2=C(N3CCOCC3)C(=C/c3ccc([N+](=O)[O-])cc3)/CC2)ccc1=O,-2%,-8%,4%,1%,6%,-2,0%,-16%,-3%
O=C(C[n+]1cc(-c2ccc(F)cc2)n2c1CCC2)OCc1ccccc1,-4%,10%,1%,3%,-11%,-5,1%,-2%,-3%
CC(=O)c1cn(-c2ccc(Cl)cc2)c(=O)[nH]c1=O,-6%,15%,1%,6%,6%,0,4%,-6%[56.9 µM],-26%
Cc1ccc(S(=O)(=O)N2CCN(S(=O)(=O)c3c(C)n[nH]c3C)CC2)cc1C,-1%,0%,-3%,-1%,1%,-4,-6%,-9%,-1%
COc1ccc(N2CC(C(=O)Nc3cccc(C)n3)CC2=O)cc1 (stereo not drawn),-3%,20%,7%,2%,3%,-2,-1%,2%,-22%
COc1ccc(-n2c(C)nc3c(cnn3-c3ccc(Cl)cc3)c2=O)cc1,6%,11%,4%,7%,4%,-1,1%,-7%,-19%
NC(=O)c1cccnc1Nc1cccc(F)c1,0%,5%[57.1 µM],-6%,5%[57.1 µM],-6%,-3,-1%,20%,6%
Cc1cccc(CNC(=O)C(=O)Nc2ccccc2C)c1,-1%,3%,8%,-4%,2%,-13,3%,9%,-27%
Cc1c(CCC(=O)NCCCCCC(=O)O)c(=O)oc2c(C)c3oc4c(c3cc12)CCCC4,-8%,4%,-3%,8%,0%,-1,2%,24%,-8%
CCOc1cc2c(cc1OC)C(NC(=O)C(F)(F)F)CC2=O (stereo not drawn),-3%,-14%,2%,3%,-7%,-7,-7%,16%,-17%
CC1(C)CC(=O)C2=C(C1)c1c(ccc3ncccc13)NC2c1cccs1 (stereo not drawn),-4%,-3%[57.1 µM],?,13%[57.1 µM],-15%,-5,?,5%,-16%
O=C(CSc1nnc(-c2ccncc2)o1)N1CCCC1,-1%,19%[57.1 µM],-1%,3%,1%,-5,1%,-10%,-14%
Nc1nonc1C(=O)NCCNc1ccc([N+](=O)[O-])cn1,-1%,25%[57.1 µM],3%,3%[57.1 µM],-2%,-9,1%,26%,-7%
O=C(NCCc1cn2ccsc2n1)C1CCCCC1,-4%,14%[57.1 µM],0%,9%[57.1 µM],5%,-6,0%,-17%,-28%
O=C(NCC(c1ccco1)N1CCc2ccccc2C1)c1ccc(F)cc1 (stereo not drawn),1%,7%,13%,-4%,?,-4,-16%,-33%,-20%
CCN(CC)S(=O)(=O)c1ccc(NC(=S)Nc2ccc(F)cc2)cc1,-4%,?,0%,0%,1%,-3,?,2%,-6%
Cc1ccc(CNC(=O)CN2C(=O)CSc3ccc(S(=O)(=O)N4CCC(C)CC4)cc32)cc1,-3%,20%,-6%,-1%,0%,-1,-1%,10%,-31%
CCCCCCCC(=O)NNC(=O)c1c(O)c2ccccc2n(CC)c1=O,-4%,13%,-8%,3%,-15%,-5,-1%,3%,-19%
CC(C)C(=O)N1CCN(C2=NS(=O)(=O)c3ccccc32)CC1,-2%,-6%,-3%,-7%,-8%,-1,-9%,-23%[11.4 µM],3%
Cc1coc(C)c1C(=O)Nc1ccc2ccccc2c1,9%,24%,5%,0%,-10%,5,-13%,-29%,-11%
O=S(=O)(c1ccc2c(c1)C(O)c1ccccc1CC2)C(F)(F)F (stereo not drawn),-4%,15%[57.1 µM],.,1%[57.1 µM],-3%,3,0%,12%,.
N#Cc1cccc(S(=O)(=O)N2CCN(c3ccnc4cc(Cl)ccc34)CC2)c1,-2%,35%,-3%,18%,-8%,-2,1%,-24%,-10%
O=C(CCCN1C(=O)/C(=C/c2ccccc2Cl)SC1=S)NNC(=O)c1ccc(Cl)cc1Cl,-18%,17%,2%,3%,?,2,2%,11%[11.4 µM],-11%
COc1ccccc1/C=N\N=C(\N)c1ccccn1,-4%,7%,1%,-5%,1%,-1,-2%,6%,-23%
O=C(CSc1nnc(NC(=O)c2ccccc2F)s1)NC1CC1,-2%,9%,6%,1%,0%,-8,-4%,-5%,-3%
COc1cccc(NC(=O)Cn2c(=O)n(CC(=O)NCCc3ccccc3)c(=O)c3sccc32)c1,-5%,10%,7%,1%,0%,-2,0%,-9%,?
COc1ccc(-c2nnc(SCc3ccccc3F)o2)cc1,-6%,25%[57.1 µM],6%,11%[57.1 µM],-4%,-1,-1%,-22%,-15%
COc1ccc(CNc2nc(C)cc(C)c2C#N)cc1,-4%,0%[57.1 µM],-1%,17%[57.1 µM],2%,-1,0%,17%,-9%
CC1C(=O)N2CCCc3cc(S(=O)(=O)Nc4ccccc4F)cc1c32 (stereo not drawn),-6%,7%,8%,0%,5%,-3,-3%,-13%,-15%
c1coc(-c2nc3nc4ccccc4n3nc2-c2ccco2)c1,4%,?,3%,2%,5%,21,-1%,10%,?
O=C(NCCO)c1ccc(Oc2ccc(C(F)(F)F)cc2[N+](=O)[O-])cc1,-3%,22%[11.4 µM],10%,-23%[11.4 µM],-17%,-1,-3%,-22%,-18%
CCOc1cc(C2C(C(=O)OC)=C(C)N=C3SCCC(=O)N32)ccc1OC(C)=O (stereo not drawn),3%,-12%,9%,-12%,-2%,-3,1%,36%,2%
CC1(C)CC(=O)C2=C(C1)Nc1ccccc1NC2,-2%,-2%[57.1 µM],-3%,-5%[57.1 µM],0%,1,0%,11%,-3%
O=C(CNC(=O)c1ccc(N2C(=O)c3ccccc3C2=O)cc1)OCC(=O)c1ccc(Cl)cc1,-3%,9%,2%,0%,-5%,-2,-9%,14%,-18%
CCN(CC(=O)NC(c1ccccc1)c1ccccc1)Cc1nc2ccccc2c(=O)[nH]1,-7%,-9%,-1%,-1%,-2%,-2,-2%,-20%,-3%

# Results in TrxR1 substrate and USP1-UAF1 inh (three entries from above):
mol | TrxR1 substrate | USP1-UAF1 inh
CC1C(=O)N2CCCc3cc(S(=O)(=O)Nc4ccccc4F)cc1c32 (stereo not drawn) | 0% | -15%
c1coc(-c2nc3nc4ccccc4n3nc2-c2ccco2)c1 | 2% | ?
O=C(NCCO)c1ccc(Oc2ccc(C(F)(F)F)cc2[N+](=O)[O-])cc1 | -23%[11.4 µM] | -18%

# Screens as filed in PubChem.
